aSyn rescue = alpha-synuclein toxicity inhibition in yeast; Yeast expressing alpha-synuclein, growth rescue, BacTiter-Glo, 24 h; Potency, µM (titrated, usually from 46.1 µM), for inactives: top-dose growth rescue (activation), most hits filed as activators; 370,000 tested, 0.14% active; AID 652106; further: potency means the concentration at half of the fitted maximal effect; % of control where 0% means no effect; nearly all actives have a fitted effect of over 65% in size
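Screening used galactose-induced yeast with toxic alpha-synuclein levels, exposed to compound for 24 hr at 30 deg C. Cell growth, read with BacTiter-Glo luminescence, gave the measured signal.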
D3 antag = blocks the human D3 dopamine receptor. P35462. max response, negative = inhibition, %. D3R cells, DiscoveRx beta-arrestin luminescence, antagonist mode; active compounds read low. 360,000 tested, 2.5% active; in the data active means max response below about -50%; inconclusive means no clear call, values can overlap the other calls; further: on the % scale 0 is the no-effect control and ±100 the full control effect; mostly tested at two doses, the higher about 12 µM
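Cells plated overnight at 1500 cells/well, then exposed to library compounds with dopamine controls for 90 minutes at 37 degrees C. DiscoveRx reagent added for 30–60 minutes at room temperature; luminescence read, quantitative HTS format.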
pAkt inh = Akt phosphorylation inhibition; Neuro2A IGF-stimulated pAkt S473 HTRF, 20 min; active compounds read low; activity change, % for hits at 50 µM; 360,000 tested, 0.32% active; AID 651550; in the data active means activity change below about -80%; inconclusive means mostly about -51% to -80%; further: on the % scale 0 is the no-effect control and ±100 the full control effect
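Neuro2A cells (4,500/well, DMEM with 0.5% FBS) were treated with compound at a single 50 µM final concentration, stimulated with 6 nM IGF for 20 min at 37 °C, and lysed. Phospho-Akt Ser473 was read by HTRF as 665/615 ratio ×10^4.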
TDP43 rescue = inhibitors of TDP-43 toxicity in yeast. TDP-43 expressing yeast growth rescue, BacTiter-Glo, 24 h. Potency, µM (top dose mostly 46.1 µM), inactives show top-dose growth rescue (activation), actives largely listed as activators. 410,000 tested, 1.8% active; further: potency means the concentration at half of the fitted maximal effect; % of control where 0% means no effect; nearly all actives have a fitted effect of over 50% in size
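Cell-based yeast growth screen: TDP-43 expression induced in galactose, inoculum OD600=0.02 after raffinose pregrowth to mid-log. Read-out BacTiter-Glo luminescence at 24 hr, 30 deg C; inhibition of toxicity seen as signal increase.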
GLP1R inv ag = acts as inverse agonist at human GLP-1 receptor | 410,000 tested, 1.6% active | Potency, µM (series often up to 38.3 µM), without a hit: top-dose activity change, negative = inhibition, usual class: inhibitors | HEK293 GLP-1R CRE-luciferase, luminescence, 24 h; GLP-1R form is constitutively active | AID 624417; further: potency means the concentration at half of the fitted maximal effect; on the % scale 0 is the no-effect control and ±100 the full control effect; nearly all actives have a fitted effect of over 55% in size
Target sequence (P43220 whole entry, looked up): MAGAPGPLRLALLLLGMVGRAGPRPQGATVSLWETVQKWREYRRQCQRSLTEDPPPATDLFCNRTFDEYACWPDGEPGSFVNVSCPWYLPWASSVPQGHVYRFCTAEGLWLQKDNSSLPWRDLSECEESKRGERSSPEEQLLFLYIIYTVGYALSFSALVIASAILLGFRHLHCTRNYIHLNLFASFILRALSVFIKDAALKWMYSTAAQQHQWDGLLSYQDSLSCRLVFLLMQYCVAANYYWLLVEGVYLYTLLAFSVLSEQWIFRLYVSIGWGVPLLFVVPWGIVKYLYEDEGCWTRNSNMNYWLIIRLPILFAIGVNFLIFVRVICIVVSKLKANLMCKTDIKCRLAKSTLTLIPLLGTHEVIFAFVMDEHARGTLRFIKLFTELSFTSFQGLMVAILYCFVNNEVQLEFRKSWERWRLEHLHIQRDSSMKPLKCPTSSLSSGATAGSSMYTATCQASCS
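Readout was luciferase luminescence, measured 12 min after detection reagent at room temperature. Beforehand, GLP-1R reporter HEK293 cells had sat 12 h, then received compounds for 24 hr at 37 deg C.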
FUS yeast rescue = FUS proteinopathy suppression in yeast; S. cerevisiae FUS-expressing, growth rescue, OD600, 24 h; Potency, µM (series often up to 76.6 µM), for the others: top-dose growth rescue (activation), hits mostly activators; 390,000 tested, 0.24% active; AID 1347120;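 further: potency means the concentration at half of the fitted maximal effect; plate controls were DMSO vehicle for no effect and reference control for full effect; nearly all actives have a fitted effect of over 55% in size; some results filed as inactive show a strong effect at the top dose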
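Steps: raffinose overnight preculture; dilution to OD 0.005 in 2% galactose minimal medium; compound addition (concentration series); 24hr at 30C, 99% humidity; absorbance read at 600 nm.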
GLP-1R agonist = activates the human GLP-1 receptor; P43220; HEK293 GLP-1R CRE-luciferase, luminescence, 4-6 h; cells express a hypersensitive GLP-1R form; Potency, µM (highest dose often 45.6 µM), inactives show top-dose activation, hits mostly activators; 380,000 tested, 0.007% active; AID 624172; further: potency means the concentration at half of the fitted maximal effect; % of control where 0% means no effect
Abeta rescue = compounds reversing amyloid beta toxicity in yeast | Potency, µM (top dose mostly 46.1 µM), for inactives: at the top dose growth rescue, hits mostly activators | AID 1347071 | yeast expressing A-beta42, growth rescue, OD600, 48 h; response scale: 0% DMSO, 100% iron-clioquinol control | 410,000 tested, 0.063% active; further: potency means the concentration at half of the fitted maximal effect; nearly all actives have a fitted effect of over 55% in size
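Growth rescue measured by 600 nm absorbance after 48 h yeast culture at 30 C with compound. Values normalized between DMSO and an equimolar ferric chloride plus clioquinol control.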
PTHR1 ag = activates the human parathyroid hormone receptor PTHR1. Q03431. HEK293 GP2 PTHR1 cells, GloSensor cAMP luminescence, 1 h. Potency, µM (titrated, usually from 115 µM), for inactives: top-dose activation, most hits filed as activators. 410,000 tested, 0.075% active; further: potency means the concentration at half of the fitted maximal effect; nearly all actives have a fitted effect of over 55% in size; some results filed as inactive show a strong effect at the top dose; inactives centre near -15; many of its hits are not listed in these tables
Target sequence (Q03431 whole entry, looked up): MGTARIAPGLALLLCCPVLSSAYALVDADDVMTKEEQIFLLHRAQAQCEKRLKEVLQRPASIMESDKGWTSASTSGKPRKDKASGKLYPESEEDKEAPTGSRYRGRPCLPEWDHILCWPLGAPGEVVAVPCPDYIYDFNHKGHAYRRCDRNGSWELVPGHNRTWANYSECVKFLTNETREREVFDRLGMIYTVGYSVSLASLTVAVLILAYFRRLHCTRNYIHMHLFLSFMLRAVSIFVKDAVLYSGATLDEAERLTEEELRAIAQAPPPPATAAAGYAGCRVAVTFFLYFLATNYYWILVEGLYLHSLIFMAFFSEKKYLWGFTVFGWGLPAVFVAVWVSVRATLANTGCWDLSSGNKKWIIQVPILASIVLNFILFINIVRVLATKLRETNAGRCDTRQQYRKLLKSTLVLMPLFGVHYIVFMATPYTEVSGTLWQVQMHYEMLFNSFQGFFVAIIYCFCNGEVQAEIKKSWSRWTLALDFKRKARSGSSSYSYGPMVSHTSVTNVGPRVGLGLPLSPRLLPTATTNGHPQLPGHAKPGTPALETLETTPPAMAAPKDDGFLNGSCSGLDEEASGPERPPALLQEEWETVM
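HEK-293-derived GP2 cells expressing PTHR1 and a GloSensor cAMP reporter, 3,000/well, plated overnight, given luciferin plus IBMX (each 0.5 mM as added) for 1 h at 37 °C, then compound for 1 h at 37 °C. Luminescence was read after 15 min at room temperature.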
Active calls of the source: *; i = inactive; ? = inconclusive; . = no result given; [ ] = remark or other dose. Unless noted, the call rests on the fitted dose curve; in most records, active means well fitted curve in the direction sought with a large enough effect; inconclusive means small, poorly fitted or top-dose-only effect, or another doubt; inactive means no such curve, though single readings can be large; an effect the other way counts as inactive or inconclusive. An excerpt (hit frequency here may not be typical).

canonical_smiles | aSyn rescue | D3 antag | pAkt inh | TDP43 rescue | GLP1R inv ag | FUS yeast rescue | GLP-1R agonist | Abeta rescue | PTHR1 ag
CSC1=NCCN1C(=O)Cc1ccc(-c2ccccc2)cc1 | ? | 4 | i | ? | -18% | ? | 7% | -17% | -34%[inhibitor]
O=C(NCCCCCCNC(=O)c1cncc(O)c1)c1cncc(O)c1 | -17% | -14 | i | -28% | 17% | 34% | 1% | -14% | i
CC(=O)ON=C1C=CC(=C(C#N)c2ccccc2)C=C1 | -68%[inhibitor] | -105* | i | -92%[inhibitor] | ? | -12% | -1% | -94%[inhibitor] | -35%[inhibitor]
Cc1c(-n2c(=O)n(Cc3ccccc3)c(=O)c3[nH]cnc32)cccc1S(C)=O (stereo unspecified) | 8% | -1 | i | -20% | 78%[activator] | 17% | 6% | -13% | -13%
Cc1ccc(CN2C(=O)C(C)Nc3ncnc(N4CCOCC4)c32)cc1 (stereo unspecified) | 1% | ? | i | 6% | 8% | 0% | 1% | -16% | -27%
COCCn1c(C)cc(C2=NNC(=Nc3ccc(F)cc3)SC2)c1C | -6% | -20 | i | -4% | 0% | . | 1% | -4% | -25%
CCc1ccc(NC(=O)c2cc(-c3ccco3)on2)cc1 | 1% | -11 | i | 6% | 0% | 14% | -20% | 8% | -46%[inhibitor][57.5 µM]
CC(Sc1nnnn1C)C(=O)Nc1ccc(Oc2ccccc2)cc1 (stereo unspecified) | 1% | 1 | i | 16µM* | ? | 29% | 15% | -13% | -41%[inhibitor]
C/C(=N/NC(=O)c1ccc(C(C)(C)C)cc1)c1ccccn1 | ? | -115* | i | 14µM* | 2.5µM* | -8% | ? | 20% | -21%
CCC/C(=N/NC(=O)c1nnn(-c2nonc2N)c1CN1CCCCC1)c1ccccc1 | 3% | 4 | i | 23% | -1% | -21% | 2% | 6% | -13%
Cc1ccc(OCC(=O)N(Cc2ccccc2)C2CCS(=O)(=O)C2)c([N+](=O)[O-])n1 (stereo unspecified) | 0% | 10 | i | 6% | 18% | -12% | -4% | 4% | i
COC(=O)c1ccc(CSc2nc3c([nH]c4ccccc43)c(=O)n2-c2cc(C)cc(C)c2)o1 | 1% | . | . | 15% | 11% | -2% | -1% | -5% | -69%[inhibitor]
COc1ccc(-n2cnnc2SCC(=O)Nc2cccnc2Cl)cc1 | -2% | -5 | i | -22% | 2% | -1% | 7% | 4% | -10%
CCc1ccc(NC(=O)COc2cccc(-n3cnnn3)c2)cc1 | 3% | 5 | i | 12% | -22% | 8% | 20% | 6% | i
O=C(C#Cc1ccccc1)Nc1cccc(F)c1 | -24% | 0 | i | ? | ? | 11% | -45%[inhibitor] | -78%[inhibitor] | -92%[inhibitor]
COc1ccc(C(=O)NCC2OCCc3ccccc32)cc1OC (stereo unspecified) | -2% | -23 | i | 9% | 4% | -19% | 6% | -2% | -47%[inhibitor]
CCOC(=O)CCCNS(=O)(=O)c1c(C)ccc2nsnc12 | 5% | 5 | i | 14% | 8% | -8% | -16% | 9% | i
COc1ccccc1C(=O)Nc1ccc2c(c1)nc1n2CCSC1 | -2% | -13 | i | -10% | 1% | ? | 2% | 11% | -50%[inhibitor][57.5 µM]
CN(C(=O)C1CCN(S(=O)(=O)c2cccs2)CC1)c1ccccc1 | -3% | 16 | i | . | -19% | 15% | 8% | -13% | i
CCOC(=O)N1CCN(S(=O)(=O)c2ccc3c(c2)CCN3C(=O)CC)CC1 | -1% | 13 | i | -11% | 12% | 12% | 2% | 0% | i
CC(Oc1cccc(Cl)c1)C(=O)NCc1ccc(S(N)(=O)=O)cc1 (stereo unspecified) | -1% | 2 | i | -1% | 13% | 7% | -2% | -9% | -18%
COc1cc(O)c(C=NN2C(=O)CSC2=S)c(OC)c1 | -9% | 42 | i | 0% | 20% | 17% | 0% | -24% | i
Cc1cc(C(=O)Cn2nc(C(=O)O)c3ccccc3c2=O)c(C)n1-c1cccc(C(F)(F)F)c1 | 1% | 7 | i | -13% | 15% | -16% | -1% | -3% | -7%
O=C(CSc1nnc(-c2ccccc2Cl)o1)N1CCCCC1 | 7% | -22 | i | 9% | ? | -11% | -6% | -13% | -25%
O=C(c1cc2cc(F)ccc2[nH]1)N1CCc2ccccc21 | 4% | 16 | i | 10% | 60%[activator] | -7% | -4% | 0% | i
CCNC(=O)C(=O)NCC1CCCN1S(=O)(=O)c1cccs1 (stereo unspecified) | 0% | 11 | i | 10% | 12% | 10% | -1% | 2% | -17%
Cc1ccc(C)c(S(=O)(=O)N2CCCCC2CCNC(=O)C(=O)NCc2ccccn2)c1 (stereo unspecified) | 17% | 5 | i | 21% | -16% | 13% | 2% | 3% | -17%
Cc1ccc2cc(S(=O)(=O)NCCCC(=O)O)ccc2c1 | 10% | 18 | i | 10% | 17% | 15% | -7% | 18% | 21%[57.5 µM]
COc1ccc(C(=O)NN(C)c2nc(-c3ccccc3)nnc2C(F)(F)F)cc1 | 3% | -10 | i | -2% | -3% | -21% | 5% | -20% | -14%
COc1cccc(C2C(C(=O)c3cc4ccccc4o3)=C(O)C(=O)N2CCN(C)C)c1OC (stereo unspecified) | -14% | -17 | i | -25% | 0% | 42% | 5% | 1% | i

Part of the list above in a different format:
COc1ccc(-n2cnnc2SCC(=O)Nc2cccnc2Cl)cc1
- aSyn rescue: -2%
- D3 antag: -5
- pAkt inh: i
- TDP43 rescue: -22%
- GLP1R inv ag: 2%
- FUS yeast rescue: -1%
- GLP-1R agonist: 7%
- Abeta rescue: 4%
- PTHR1 ag: -10%
COc1ccc(C(=O)NCC2OCCc3ccccc32)cc1OC (stereo unspecified)
- aSyn rescue: -2%
- D3 antag: -23
- pAkt inh: i
- TDP43 rescue: 9%
- GLP1R inv ag: 4%
- FUS yeast rescue: -19%
- GLP-1R agonist: 6%
- Abeta rescue: -2%
- PTHR1 ag: -47%[inhibitor]
CC(=O)ON=C1C=CC(=C(C#N)c2ccccc2)C=C1
- aSyn rescue: -68%[inhibitor]
- D3 antag: -105*
- pAkt inh: i
- TDP43 rescue: -92%[inhibitor]
- GLP1R inv ag: ?
- FUS yeast rescue: -12%
- GLP-1R agonist: -1%
- Abeta rescue: -94%[inhibitor]
- PTHR1 ag: -35%[inhibitor]
Cc1ccc2cc(S(=O)(=O)NCCCC(=O)O)ccc2c1
- aSyn rescue: 10%
- D3 antag: 18
- pAkt inh: i
- TDP43 rescue: 10%
- GLP1R inv ag: 17%
- FUS yeast rescue: 15%
- GLP-1R agonist: -7%
- Abeta rescue: 18%
- PTHR1 ag: 21%[57.5 µM]

Carrying on:
canonical_smiles | aSyn rescue | D3 antag | pAkt inh | TDP43 rescue | GLP1R inv ag | FUS yeast rescue | GLP-1R agonist | Abeta rescue | PTHR1 ag
O=C(O)c1nc(-c2ccccc2)n(-c2ccc(Cl)cc2)n1 | 3% | 5 | i | 19% | -14% | -46%[inhibitor] | -14% | 1%[9.22 µM] | i
COc1ccc2c(C)c(C(=O)N3CCN(Cc4ccccc4)CC3)oc2c1 | -3% | ? | i | -9% | ? | -4% | 10% | -1% | -56%[inhibitor]
O=C(Nc1ccc2c(c1)OCCO2)c1coc2ccccc2c1=O | -13% | -10 | i | -11% | ? | -14% | -10% | -6% | -41%
COc1ccc(OC)c(NS(=O)(=O)c2c(C)nc3sccn3c2=O)c1 | -3% | 0 | i | ? | 16% | -13% | 16% | 1% | i
COc1cccc(C(=O)Nc2ncc3c(n2)CC(C)(C)CC3=O)c1 | 0% | -7 | i | 2% | -16% | -4% | 1% | 12% | -14%[57.5 µM]
O=C(c1cc2c(s1)CCCCC2)N1CCN(c2ncccn2)CC1 | 1% | -13 | . | 28% | 0% | 18% | ? | -7% | -1%[57.5 µM]
Cc1ccc(S(=O)(=O)n2nc(-c3ccco3)nc2N)cc1 | 1% | 10 | i | 16% | 22% | -22% | 7% | -7% | i
OCC1(CCOc2ccccc2)CCN(Cc2nc3ccc(F)cc3[nH]2)CC1 | 2% | -25 | i | -6% | ? | 19% | 10% | -11% | -5%
Cc1ccc(N(Cc2cccs2)C(=O)c2ccc(Br)o2)cc1 | . | . | . | 20% | ? | 13% | . | -21% | -28%
CC(C)N(C(=O)CSc1nc2c([nH]1)c(=O)n(C)c(=O)n2C)c1ccccc1 | 1% | 9 | i | 18% | -7% | 2% | -6% | 7% | i
CCOc1ccc(C(=O)NC(C(=O)NCc2ccccc2OC)C(C)C)cc1 (stereo unspecified) | -4% | -6 | i | -14% | 0% | -4% | -4% | 1% | i
CC(=O)N1CCCc2cc(S(=O)(=O)NC(C(=O)NC(C)c3ccccc3)C(C)C)ccc21 (stereo unspecified) | . | 43 | . | 5% | -23% | -12% | 5% | 16% | i
CCCN1C2=NS(=O)(=O)CCN2c2ccccc21 | -1% | ? | i | -12% | 59%[activator] | -7% | 2% | -3% | i
Cc1ccc(NNC(=O)c2ccno2)cc1Cl | 5% | ? | i | ? | ? | 12% | 2% | -5% | i
Cc1ccccc1CSc1nnc2ccc(-c3ccncc3)nn12 | 7% | -10 | i | 4% | 167%[activator] | 9% | 26% | -4% | -14%
O=C1CC(c2ccccc2)n2nc(NC(=O)c3ccccn3)nc2N1 (stereo unspecified) | 7% | 3 | . | 2% | 7% | -23% | -18% | 15% | i
Clc1cccc(CNCC2CCCO2)c1Cl (stereo unspecified) | 12% | -26 | i | 16% | -8% | -22% | -2% | -5% | -4%
O=C(Nc1ccc(F)cc1)C(c1ccccc1)N1CCN(S(=O)(=O)c2ccc3ccccc3c2)CC1 (stereo unspecified) | 1% | 20 | i | 9% | ? | 7% | -7% | 18% | i

Bioassay records from PubChem BioAssay.
